Assay outcomes (PubChem BioAssay)
RBBP9 inhibitor: human RBBP9 hydrolase inhibition; recombinant RBBP9, FP-Rh probe fluorescence polarization; inhibition, % at 7.94 µM; actives 0.2% (n = 220,000); AID 1515;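 active = inhibition above the campaign mean of all tested compounds plus 3 SD, cut at about 14% in these data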;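 also: plate controls were DMSO wells with RBBP9 for no effect and wells lacking RBBP9 protein for full effect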
Target sequence (O75884 whole entry, looked up): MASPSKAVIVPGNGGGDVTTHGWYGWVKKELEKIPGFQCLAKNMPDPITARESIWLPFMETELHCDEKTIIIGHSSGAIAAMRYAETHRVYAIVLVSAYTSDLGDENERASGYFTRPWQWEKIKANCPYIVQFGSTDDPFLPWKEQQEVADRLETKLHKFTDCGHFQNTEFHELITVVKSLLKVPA
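Test system – recombinant human RBBP9 · Input – RBBP9 2.5 µM in dispensing solution, pre-mixing · Medium – Tris buffer pH 8.0, NaCl, Pluronic · Schedule – preincubation 30 min plus labeling 45 min at 25 °C · Measured by – fluorescence polarization · Measure – % inhibition · Controls – DMSO and no-protein wells · Replicates – one well per compound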
Ba/F3 V617F tox: lowers viability of Ba/F3 cells expressing EpoR and JAK2V617F; actives 1.1% (n = 220,000); inhibition, % at 5.6 µM; ATP luminescence;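 active = inhibition above the campaign mean plus 3 SD over all tested compounds, cut at about 24% in these data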;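 also: cytokine-independent growth of Ba/F3 cells driven by EpoR plus mutant JAK2; 0% = DMSO-treated cells and 100% = JAK inhibitor I control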
NPY-Y1 PAM-ag: potentiates or activates human NPY-Y1 receptor. NPY-Y1 expressing cells, potentiator/agonist activation. P25929. activation, % at 3.6 µM. actives 0.37% (n = 220,000). AID 1304; in the data active = activation above about 33%, passing the limit was not always enough;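 also: cells stimulated with NPY at EC10 then isoproterenol at EC100; 0% = low agonist plus stimulus and 100% = saturating agonist plus stimulus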
BaF3 tox: counter-screen for JAK2V617F inhibitors: parental Ba/F3 viability inhibitors. actives 1.1% (n = 220,000). CellTiter-Glo ATP luminescence. inhibition, % at 5.6 µM;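 active = inhibition above a per-campaign cutoff, the mean inhibition of all tested compounds plus 3 SD, cut at about 27% in these data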;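 also: 0% = DMSO wells and 100% = JAK Inhibitor I control wells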
S1P4 agonist: human S1P4 receptor agonism. activation, % at 4.98 µM. actives 0.35% (n = 220,000). AID 1509. S1P4-expressing cell line, agonist reporter assay. O95977; in the data active = activation above about 11%;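 also: 0% = DMSO vehicle and 100% = reference agonist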
Target sequence (O95977 whole entry, looked up): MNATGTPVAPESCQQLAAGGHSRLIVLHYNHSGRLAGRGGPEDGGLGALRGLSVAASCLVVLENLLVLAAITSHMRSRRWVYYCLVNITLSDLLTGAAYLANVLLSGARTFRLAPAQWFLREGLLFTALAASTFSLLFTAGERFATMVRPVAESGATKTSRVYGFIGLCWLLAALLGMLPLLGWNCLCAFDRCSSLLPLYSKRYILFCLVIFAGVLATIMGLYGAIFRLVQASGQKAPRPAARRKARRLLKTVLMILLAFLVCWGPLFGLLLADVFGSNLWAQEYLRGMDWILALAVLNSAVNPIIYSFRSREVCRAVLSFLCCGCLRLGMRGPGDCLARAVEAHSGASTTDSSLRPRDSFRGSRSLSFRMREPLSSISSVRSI
NPY-Y1 antag: blocks the human neuropeptide Y Y1 receptor; P25929; HEK293-CNG Y1 cells, membrane potential fluorescence; NPY at EC95, then isoproterenol; inhibition, % at 3.6 µM; actives 1% (n = 200,000);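 active = inhibition above the campaign mean inhibition of all tested compounds plus 3 SD, cut at about 20% in these data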;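 also: 0% = DMSO wells given NPY plus isoproterenol and 100% = isoproterenol alone without NPY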
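Material: HEK293 Y1/CNG channel cell line | Also added: NPY (25 nM), isoproterenol (1 µM), Ro 20-1724 (25 µM) | Compound: One concentration, 3.6 µM, in 0.4% DMSO | Schedule: 3 h dye uptake, 1 h room-temperature compound, 45 min post-isoproterenol | Signal: Membrane-potential fluorescent dye readout | Read-out: % inhibition of NPY effect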
Runt-CBFb FRET: Runt domain-CBFb interaction inhibition | Cerulean-Runt/Venus-CBFb FRET ratio 530/480, 1 h | inhibition, % at 20 µM | actives 0.46% (n = 220,000) | AID 1496;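 active = inhibition over about 50% at 20 µM in the single-dose screen, limit read from the data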;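 also: 0% = DMSO wells and 100% = excess unlabeled CBFb competitor control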
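test system = Cerulean-Runt domain fusion protein, energy donor | probe or stimulus = Venus-CBFb binding partner, 100 nM | incubation = two 1 h room-temperature incubations shielded from light | detection = fluorescence energy transfer, 422 nm excitation, 530/480 nm emission | measure = loss of energy transfer signal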
S1P4 antagonist: antagonists of human S1P4 receptor. S1P4-expressing cells, antagonist mode, reporter read-out. inhibition, % at 4.98 µM. actives 0.26% (n = 220,000). AID 1510. O95977; in the data active = inhibition above about 29%;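 also: 0% = wells stimulated with agonist and 100% = vehicle wells without agonist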
NPY-Y2 PAM-ag: potentiators or agonists of human neuropeptide Y receptor Y2; actives 0.45% (n = 220,000); cells expressing NPY-Y2, potentiator/agonist read-out; activation, % at 3.6 µM; AID 1359; in the data active = activation above about 27%;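 also: cells stimulated with NPY near EC25 plus isoproterenol at EC100; 0% = vehicle plus submaximal agonist and 100% = vehicle plus saturating agonist; some results beyond the cut were filed as inactive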
Target sequence (P49146 whole entry, looked up): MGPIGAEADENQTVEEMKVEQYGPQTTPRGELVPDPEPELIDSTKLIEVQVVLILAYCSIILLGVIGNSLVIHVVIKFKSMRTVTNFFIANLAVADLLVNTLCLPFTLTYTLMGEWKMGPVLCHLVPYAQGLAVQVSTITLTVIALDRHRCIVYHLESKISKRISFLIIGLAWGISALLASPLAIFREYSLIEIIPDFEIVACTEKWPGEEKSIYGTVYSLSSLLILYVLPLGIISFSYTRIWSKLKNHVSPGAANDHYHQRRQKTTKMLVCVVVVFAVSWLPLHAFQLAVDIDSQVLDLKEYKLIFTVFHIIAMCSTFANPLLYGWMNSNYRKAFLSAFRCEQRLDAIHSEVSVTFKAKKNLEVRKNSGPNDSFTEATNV
The depositor's hits bear a star; / = not tested or not shown.

SMILES,RBBP9 inhibitor,Ba/F3 V617F tox,NPY-Y1 PAM-ag,BaF3 tox,S1P4 agonist,NPY-Y1 antag,Runt-CBFb FRET,S1P4 antagonist,NPY-Y2 PAM-ag
O=[N+]([O-])c1cc(S(=O)(=O)Nc2ccccc2)ccc1N1CCN(c2ccc(O)cc2)CC1,-2,-3,11,5,0.2,-1,1,-2,12
O=C(NNC(=O)c1ccc[nH]1)Nc1cc(Cl)cc(Cl)c1,-4,-3,-17,6,-1.1,/,2,14,-15
O=c1ccccn1Cc1c(F)cccc1Cl,3,-4,7,4,-1.5,3,2,-1,4
Cc1ccc(OC(=O)c2ccc(S(=O)(=O)N(C)C)cc2)c(-n2nc3ccccc3n2)c1,-9,-3,-9,1,1.4,-2,-2,7,-19
Cn1cccc1Cc1nnc(SCC(=O)Nc2nc3ccccc3s2)n1CCc1ccccc1,-10,5,-21,2,0.4,4,7,-5,-13
CN(Cc1ccccc1)C(=O)COC(=O)c1ccccc1Nc1ccccc1,-2,3,-30,8,-0.6,6,2,7,-10
Cc1ccc(S(=O)(=O)c2ccc(C)cc2)cc1,-3,-1,-14,0,-0.4,-3,-1,7,-7
Cc1ccc(-c2nc3ccccc3n3nnnc23)cc1,-2,4,-14,7,0.7,9,-3,-5,-12
COC(=O)CCC(=O)N1CCCC(CO)(Cc2ccccc2)C1 (centres undefined),0,-4,10,2,1.0,5,/,-3,3
CC(=O)N1CCCN(Cc2cn(-c3cc(C)ccc3C)nc2-c2ccccc2)CC1,-5,-2,7,5,0.8,4,-1,6,7
Cn1c(SCc2cc(=O)[nH]c(C(C)(C)C)n2)nnc1C(F)(F)F,2,-3,4,0,2.0,/,0,4,5
CCC(=O)NC1(C(F)(F)F)C(=O)NC(C)=C1C#N (centres undefined),0,-3,8,-1,-2.1,-3,1,-8,-4
O=C(Cc1ccc(Cl)cc1)Nc1ncc([N+](=O)[O-])s1,1,-1,36*,6,3.1,-3,5,-5,11
COc1ccccc1-c1cc(C(=O)NCc2ccc(Cl)cc2)no1,-6,1,7,2,1.9,13,-1,-3,-2
COc1ccc(-c2ccc(/C=C(\NC(=O)c3ccccc3)C(=O)N3CCOCC3)o2)cc1,-6,-1,-5,6,1.7,3,-5,-10,-1
O=[N+]([O-])/C(C(Cl)=C(Cl)Cl)=C(\Sc1ccccc1)N1CCCCC1,-9,-2,1,3,-0.2,-4,3,-12,-4
CCNC(=O)/C(=C/c1ccc2c(c1)OCO2)NC(=O)c1ccc(Br)cc1,-3,6,-25,4,-0.3,6,8,0,-7
CCN(CC)c1ccc(NC(=S)NC(=O)c2ccco2)cc1,-4,0,6,13,1.2,-6,/,-11,-3
CCC(=O)N1CCN(C(C)=O)C1c1ccccc1 (centres undefined),-6,2,-6,-2,1.6,-4,0,12,-20
O=C(c1ccc(S(=O)(=O)Nc2ccc(F)cc2)cc1)N1CCN(c2ccccn2)CC1,4,-1,-3,12,1.3,-5,0,0,8
O=S(=O)(c1cccs1)N1CCN(c2ccnc3cc(Cl)ccc23)CC1,-1,-1,-20,2,0.5,/,0,16,-3
Cc1ccc(C(=O)COC(=O)CNC(=O)c2ccco2)cc1,-2,-1,2,2,-0.4,4,-1,-4,2
COc1ccc(COc2cc(-c3cccc(OC)c3)nc3ccc(NC(=O)C(C)C)cc23)cc1,7,61*,-26,70*,1.2,2,-3,-4,-4
Cc1ccc(C(=O)c2coc3ccc(O)c(CN4CCN(C)CC4)c23)cc1,3,-1,-13,4,0.8,19,-1,3,-18
Cc1ccc2c(CN3CCN(C(=O)c4ccco4)CC3)cc(=O)oc2c1C,5,-2,-22,3,-0.7,-6,-1,-13,-7
COc1ccccc1CNC(=O)c1ccc(-c2ccccc2C(F)(F)F)o1,-12,0,-40,2,1.1,-1,-1,5,-12
O=C1NC(NS(=O)(=O)c2ccc(Cl)cc2)(C(F)(F)F)C(=O)N1c1ccccc1 (centres undefined),1,-1,0,7,0.7,0,1,-11,6
Cc1noc(C)c1CSc1nnc2ccc3ccccc3n12,6,-3,-19,1,0.9,0,0,0,7
Cc1csc(NC(=O)/C=C/c2ccco2)n1,-7,4,7,9,1.2,6,6,-18,-15
CC(=O)N1CCN(C(C)=O)C1c1ccccc1,6,5,-5,9,-2.0,-1,2,-4,-7
Cc1ncsc1C(=O)O,1,-7,4,2,0.6,4,2,-27,11
CC1CCC(C(C)C)C(OCC(O)CNC(C)C)C1 (centres undefined),-9,-4,107*,3,-0.4,/,-2,10,98*

A second format for 2 compounds above.
> Cc1csc(NC(=O)/C=C/c2ccco2)n1
  RBBP9 inhibitor = -7
  Ba/F3 V617F tox = 4
  NPY-Y1 PAM-ag = 7
  BaF3 tox = 9
  S1P4 agonist = 1.2
  NPY-Y1 antag = 6
  Runt-CBFb FRET = 6
  S1P4 antagonist = -18
  NPY-Y2 PAM-ag = -15

> CC(=O)N1CCN(C(C)=O)C1c1ccccc1
  RBBP9 inhibitor = 6
  Ba/F3 V617F tox = 5
  NPY-Y1 PAM-ag = -5
  BaF3 tox = 9
  S1P4 agonist = -2.0
  NPY-Y1 antag = -1
  Runt-CBFb FRET = 2
  S1P4 antagonist = -4
  NPY-Y2 PAM-ag = -7

The list continues.
SMILES,RBBP9 inhibitor,Ba/F3 V617F tox,NPY-Y1 PAM-ag,BaF3 tox,S1P4 agonist,NPY-Y1 antag,Runt-CBFb FRET,S1P4 antagonist,NPY-Y2 PAM-ag
CCCCn1c2ccc(F)cc2c2nnc(NN)nc21,-6,0,4,5,0.3,0,-1,4,-14
CCN(C(=O)c1ccc(Cl)c([N+](=O)[O-])c1)c1ccccc1,-6,-2,15,5,1.6,8,-1,9,4
O=C(Nc1ccccc1N1CCOCC1)c1ccc(Cl)nc1,-4,1,9,4,2.9,2,-1,0,7
COC(=O)CN(C(=S)Nc1ccc(F)cc1)C1CC(=O)N(c2ccccc2)C1=O (centres undefined),-1,0,22,3,-0.6,-10,0,-16,6
COc1ccc(NC(=O)Nc2ccc(F)c(F)c2)c(OC)c1,-5,-3,10,2,-1.1,2,2,5,1
CSCC[C@H](NC(=O)c1ccc(Cl)c([N+](=O)[O-])c1)c1nc2ccccc2[nH]1,6,-1,38,1,-1.1,-4,3,4,9
COc1ccc(CN2CCN(C(=O)c3ccc4nc(N5CCOCC5)sc4c3)CC2)c(OC)c1OC,-7,6,-11,4,-1.2,0,-1,-12,-9
COc1cc(C2C(C#N)=C(N)Oc3c2oc(CO)cc3=O)ccc1OC(C)C (centres undefined),6,-4,30,1,0.6,-3,-3,2,-5
O=C(NCc1ccco1)/C(=C\c1cccs1)NC(=O)c1ccco1,4,-2,4,4,1.1,-6,1,-10,-2
Cc1ncc(CO)c(/C=N/NC(=O)c2ccccc2Br)c1O,1,-2,-13,3,1.3,-2,20,-2,-2
Clc1nssc1=Nc1ccc(Br)cc1,-6,-1,16,3,0.8,2,31,-8,-9
O=C(Nc1cccc(Cl)c1)Nn1cnnc1,0,-5,17,2,0.6,/,1,-4,-11
NNC(=O)c1cc2cc3ccccc3nc2s1,-11,0,-15,3,-1.7,3,0,3,-6
O=C(c1cccc(F)c1)N1CCN(C2CCCCC2)CC1,1,-3,10,5,2.2,4,-1,-7,-12
CCOC(=O)C(C(=O)NCC1CCCO1)C1CCCCC1 (centres undefined),-1,-3,-6,4,0.6,4,-1,-14,-8
O=C(Nc1ccc(O)c2c(=O)cc(-c3ccccc3Cl)oc12)c1ccccc1Cl,-9,-4,-20,2,0.8,8,-1,-3,-5
CC(C)CCOc1ccc(NC(=O)C2OC3OC(C)(C)OC3C3OC(C)(C)OC23)cc1 (centres undefined),-5,1,-11,-2,1.2,0,/,-7,-5
O=C(Cn1ccc([N+](=O)[O-])n1)NCc1nc2ccccc2[nH]1,7,-2,7,1,-1.6,5,-1,-3,7
COc1cc(C(=O)OCc2ccc([N+](=O)[O-])cc2)cc(OC)c1OC,-1,2,8,5,-0.2,-2,-1,-10,-1
Cc1ccc(-c2nnc(-c3cccc(NC(=O)c4cccs4)c3)o2)cc1,-11,-2,-53,4,0.5,5,0,-15,-31
CS(=O)(=O)N(CC(=O)O)c1cccc(Cl)c1,0,0,0,3,-1.6,-1,0,-5,8
CCc1ccc(/C=N/NC(=O)c2c[nH]c3ccccc23)s1,1,1,2,6,0.3,-4,-3,-14,2
CCCCc1c(C)nn(-c2nnc3c4ccccc4n(CC)c3n2)c1C,-2,0,-40,0,3.0,11,-4,-11,7
Cc1ccc(CN2C(=O)N/C(=C\c3ccc(-c4ccc(C(=O)O)cc4C)o3)C2=O)cc1,-9,0,3,0,0.2,/,110*,-8,9
O=C(CN1C2=NCCCN2c2ccccc21)c1ccc2c(c1)OCO2,-2,-2,-16,-1,-0.4,0,-13,2,7
CN(C1CCS(=O)(=O)C1)S(=O)(=O)c1ccc(C2CCCCC2)cc1 (centres undefined),4,-1,-15,2,-0.6,-3,1,12,3
CN1CCN(C(=O)/C(=C\c2ccc3c(c2)OCO3)NC(=O)c2cccs2)CC1,-10,0,2,2,-0.8,2,1,-4,10
CC(c1ccccc1)N1CCn2c(nc3cc(NC(=O)c4cccs4)ccc32)C1 (centres undefined),-3,0,-13,4,1.9,3,2,-7,-19
C/C(N=Nc1nc2ccccc2s1)=N\Nc1ccccc1O,-2,5,-27,1,3.0,/,-2,-7,-4
COc1ccc(C2=Nc3cc(C)ccc3OC2)cc1,1,-4,17,1,-1.2,6,0,6,-15
COC(=O)c1ccccc1NC(=O)C1CCN(S(C)(=O)=O)CC1,-1,-3,15,-1,1.4,-2,0,-31,8
CCOC(=O)c1c(C)nc2ccc(C)cn12,-2,-2,13,5,1.5,9,2,-9,9
CCCC[N+](C)(C)CCC(=O)NC(C)(C)CS(=O)(=O)[O-],-9,6,5,8,-1.2,0,-1,-10,-29
COc1ccc(/C=N/n2cnc3scc(-c4cccs4)c3c2=O)cc1OC,-9,3,-6,3,0.5,-1,-2,-32,-14
Cc1ccc2cc(C#N)c(SCC(=O)NCc3ccco3)nc2c1,-3,1,12,1,-3.0,-4,7,9,8
COc1ccc(NC(=O)C2CCCN2S(=O)(=O)c2ccc3c(c2)CCC(=O)N3)cc1Cl (centres undefined),-8,-2,-2,3,0.7,-6,1,-10,12
Fc1ccc(C(c2nnnn2CCc2ccccc2)N2CCCc3ccccc32)cc1 (centres undefined),-4,-1,-6,0,-0.6,27*,1,19,5
CCn1c(COc2ccc(=O)n(-c3ccccc3)n2)nnc1SCc1cccc(OC)c1,7,2,-11,11,-0.3,0,2,1,-24
CCOC(=O)C1=C(N)Oc2c(oc(CO)cc2=O)C1c1ccc(F)cc1 (centres undefined),6,-2,17,5,0.9,0,-3,5,11
